tuberculosis growth = growth inhibition of non-replicating M. tuberculosis (AID 488890). Mycobacterium tuberculosis non-replicating, growth inhibition; higher % means a stronger effect. inhibition, % at 25 µM; hits with a dose series show IC50 in µM. 320,000 tested, 0.39% active; in the data active = a potency from the dose series; inconclusive = inhibition mostly from about 82% at the one dose, without a potency; inactive = the rest, 99 in 100 with inhibition below about 76%;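 also: plate controls were DMSO cells for no effect and high antibiotic wells for full effect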
Salmonella PhoP GFP = Inhibition of PhoP regulon, Salmonella typhi GFP reporter cells, confirmation, 4 h (AID 1850); Salmonella Typhi PhoP-promoter GFP reporter, fluorescence, 4 h; higher % means a stronger effect; inhibition, % at 50 µM, or IC50 in µM where a hit was titrated; 310,000 tested, 0.33% active; in the data active = a potency from the dose series; inconclusive = inhibition mostly from about 25% at the one dose, without a potency; inactive = the rest, 99 in 100 with inhibition below about 19%;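 also: 0% = induced wells with vehicle and 100% = uninduced wells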
inhibitors of VEEV = inhibitors of VEEV TC-83 cytopathic effect, confirmation, Vero cells (AID 588727) | 350,000 tested, 0.13% active | Vero cells, VEEV TC-83 cytopathic effect inhibition; higher % means a stronger effect | inhibition, % at 20 µM, or IC50 in µM where a hit was titrated; in the data active = a potency from the dose series; inconclusive = inhibition mostly from about 14% at the one dose, without a potency; inactive = the rest, 99 in 100 with inhibition below about 12%; also: strong numbers were not always called active
M. tuberculosis HTS = M. tuberculosis growth inhibition, HTS (AID 449762). one-dose inhibition, % at 25 µM; IC50 in µM for titrated hits. M. tuberculosis H37Rv growth inhibition, 7H9 media; higher % means a stronger effect. 330,000 tested, 0.59% active; in the data active = a potency from the dose series; inconclusive = inhibition above about 70% without an active follow-up result;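 also: bacterial growth assessed after seven days of incubation; strong numbers were not always called active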
H1N1 NS1A inhibition = H1N1 influenza NS1A inhibitors, functional cell based assay (AID 504329) | 340,000 tested, 0.3% active | NS1A functional cell-based assay, percent inhibition; higher % means a stronger effect | inhibition, % at 12.5 µM, or IC50 in µM where a hit was titrated; in the data active = a potency from the dose series; inconclusive = inhibition above about 27% without an active follow-up result; also: strong numbers were not always called active
inhibitors of VEEV 10K pilot screen = further read-out of inhibitors of VEEV, marked with its call; inhibition, %; measured here: 10K pilot screen inhibition
* marks the source's active call; other numbers are inactive results; i = inactive; ? = inconclusive; nt = not tested or not shown.

SMILES	tuberculosis growth	Salmonella PhoP GFP	inhibitors of VEEV	M. tuberculosis HTS	H1N1 NS1A inhibition	others
COCCN1C(=NCCCOC(C)C)N[C@@H](c2ccccc2)C(C(=O)OC)=C1C	36%	-4%	i	0%	12%
O=C(CCNC(=O)Cn1cnc2ccccc2c1=O)NCC1CCCO1 (stereo not given)	-4%	5%	6.8%	-3%	11%
Cc1ccccc1N/C(=C(/C(Cl)=C(Cl)Cl)[N+](=O)[O-])n1nnc2ccccc21	-8%	3%	1.0%	-4%	0%
O=C(COc1ccccc1)NC(=S)N1CCc2ccccc21	?	-9%	0.2%	?	1%
CCc1nccn1-c1cc(C(C)(C)C)nc2c(-c3ccc(Cl)cc3)cnn12	6%	-1%	1.6%	10%	-11%
Cc1c2cnn(CC(=O)NCCCN3CC(C)CC(C)C3)c(=O)c2c(C)n1Cc1ccc(Cl)cc1 (stereo not given)	37%	-19%	i	-7%	-1%
COc1ccc(Nc2nnc(C)c(=O)[nH]2)cc1	5%	7%	i	1%	-11%
COc1ccc(OCC(=O)N2CC3(C)CC2CC(C)(C)C3)cc1 (stereo not given)	0%	-8%	0.2%	2%	-4%	inhibitors of VEEV 10K pilot screen=0.4
CC(=O)c1c(C)n(-c2ccc(N(C)C)cc2)c2ccc(OCC(N)=O)cc12	27%	1%	7.7%	7%	1%
Cc1cc(C(=O)N2CC(C)CC(C)C2)c(C)o1 (stereo not given)	4%	nt	0.6%	11%	-11%
CC1CCN(C(=O)C2CCN(S(=O)(=O)c3cccc4nsnc34)CC2)CC1	3%	5%	2.1%	-7%	-2%
Cc1nc2c(C(=O)NCc3cccs3)cnn2c(C)c1Cc1ccc(F)cc1	9%	-6%	nt	5%	nt
CC(=O)NCCc1nc2ccccc2n1Cc1ccccc1	nt	-3%	i	-1%	-22%
COc1ccc2cc(/C=N/NC(=O)c3ccc(CN(c4ccc(C)c(C)c4)S(C)(=O)=O)cc3)c(Cl)nc2c1	14%	-9%	2.8%	-12%	3%
Cc1nc(SCC(=O)Nc2ccc(OCc3ccccc3)cc2)n[nH]1	26%	11%	1.3%	97%	-8%
CCC(=O)Nc1ccc(C(=O)NNC(=O)c2ccc(C)cc2)cc1	3%	-5%	0.2%	1%	-4%
Cc1ccc(N2CCN(CC(O)COC3CCCCC3)CC2)cc1 (stereo not given)	-3%	1%	i	0%	5%
Cc1ccc(C(=O)/C=C/Nc2cccc(O)c2)cc1	60%	0%	4.1%	2%	3%
CCN(CC)CCNC(=O)c1ccc(NC(=O)/C=C/c2ccc3ccccc3n2)cc1	25%	-4%	?	4%	>100µM*
CC1(C)C2CCC1(C)C(NC(=O)/C=C/c1ccccc1)C2 (stereo not given)	62%	-20%	1.9%	?	7%
Cc1ccc(C(=O)NCC(=O)NC23CC4CC(CC(C4)C2)C3)cc1	-5%	-3%	1.6%	0%	5%
Cn1nc(C(=O)NCCc2ccc3c(c2)OCCO3)c2ccccc2c1=O	nt	nt	9.4%	nt	-7%
O=S(=O)(c1ccc(NC2CCCCC2)cc1)N1CCOCC1	33%	-3%	0.1%	-6%	7%
O=C(CC(=O)NC1CCCCC1)N/N=C/c1ccccc1Cl	-12%	-3%	0.2%	-1%	-7%
CC1C(=O)N(Cc2cccc(F)c2)c2ccccc2N1C(=O)c1ccccc1 (stereo not given)	11%	4%	0.7%	0%	-11%

Already shown: 18 of the compounds above.
SMILES	tuberculosis growth	Salmonella PhoP GFP	inhibitors of VEEV	M. tuberculosis HTS	H1N1 NS1A inhibition	others
COc1ccc(OCC(=O)N2CC3(C)CC2CC(C)(C)C3)cc1 (stereo not given)	0%	-8%	0.2%	2%	-4%	inhibitors of VEEV 10K pilot screen=0.4
CC(=O)c1c(C)n(-c2ccc(N(C)C)cc2)c2ccc(OCC(N)=O)cc12	27%	1%	7.7%	7%	1%
Cc1cc(C(=O)N2CC(C)CC(C)C2)c(C)o1 (stereo not given)	4%	nt	0.6%	11%	-11%
CC1CCN(C(=O)C2CCN(S(=O)(=O)c3cccc4nsnc34)CC2)CC1	3%	5%	2.1%	-7%	-2%
Cc1nc2c(C(=O)NCc3cccs3)cnn2c(C)c1Cc1ccc(F)cc1	9%	-6%	nt	5%	nt
CC(=O)NCCc1nc2ccccc2n1Cc1ccccc1	nt	-3%	i	-1%	-22%
COc1ccc2cc(/C=N/NC(=O)c3ccc(CN(c4ccc(C)c(C)c4)S(C)(=O)=O)cc3)c(Cl)nc2c1	14%	-9%	2.8%	-12%	3%
Cc1nc(SCC(=O)Nc2ccc(OCc3ccccc3)cc2)n[nH]1	26%	11%	1.3%	97%	-8%
CCC(=O)Nc1ccc(C(=O)NNC(=O)c2ccc(C)cc2)cc1	3%	-5%	0.2%	1%	-4%
Cc1ccc(N2CCN(CC(O)COC3CCCCC3)CC2)cc1 (stereo not given)	-3%	1%	i	0%	5%
Cc1ccc(C(=O)/C=C/Nc2cccc(O)c2)cc1	60%	0%	4.1%	2%	3%
CCN(CC)CCNC(=O)c1ccc(NC(=O)/C=C/c2ccc3ccccc3n2)cc1	25%	-4%	?	4%	>100µM*
CC1(C)C2CCC1(C)C(NC(=O)/C=C/c1ccccc1)C2 (stereo not given)	62%	-20%	1.9%	?	7%
Cc1ccc(C(=O)NCC(=O)NC23CC4CC(CC(C4)C2)C3)cc1	-5%	-3%	1.6%	0%	5%
Cn1nc(C(=O)NCCc2ccc3c(c2)OCCO3)c2ccccc2c1=O	nt	nt	9.4%	nt	-7%
O=S(=O)(c1ccc(NC2CCCCC2)cc1)N1CCOCC1	33%	-3%	0.1%	-6%	7%
O=C(CC(=O)NC1CCCCC1)N/N=C/c1ccccc1Cl	-12%	-3%	0.2%	-1%	-7%
CC1C(=O)N(Cc2cccc(F)c2)c2ccccc2N1C(=O)c1ccccc1 (stereo not given)	11%	4%	0.7%	0%	-11%

More records follow.
SMILES	tuberculosis growth	Salmonella PhoP GFP	inhibitors of VEEV	M. tuberculosis HTS	H1N1 NS1A inhibition	others
CC(=O)c1c(O)c2ccccc2n(C2CCCCC2)c1=O	56%	1%	4.1%	0%	-11%
CC(C)N1C(=O)S/C(=C/c2cccnc2)C1=O	6%	-8%	2.0%	-18%	-4%
CN1CCC(N(C)S(=O)(=O)c2ccc(F)cc2F)CC1	-5%	-3%	i	-4%	-6%
COc1ccccc1NC(=O)/C=C/c1ccc(OC)c(S(=O)(=O)N2CCOCC2)c1	3%	-4%	9.2%	6%	2%
Cc1cc(=O)oc2cc(OCC(=O)NCCCn3ccnc3)ccc12	6%	4%	i	-11%	0%
Cc1oc(-c2ccc(Cl)cc2)nc1CN1CCCC(C(=O)NC2CC2)C1 (stereo not given)	13%	8%	1.8%	-2%	-3%
Cn1[nH]c(=O)c(Cl)c(Cl)c1=O	-11%	-2%	1.0%	-2%	1%
C/C(=N\NC(=O)c1ccccc1)c1cc2cc([N+](=O)[O-])ccc2oc1=O	62%	20%	2.6%	4%	17%
OCCN(Cc1cccnc1)Cc1ccccn1	nt	nt	3.8%	nt	4.6µM*
Oc1ccccc1-c1nnc(COc2ccccc2)o1	i	-5%	1.3%	7.6µM*	-7%
C=CC[C@@H](CC(=O)NCCO)C(=O)N[C@@H](COC(=O)[C@@H](CC=C)CC(=O)OC(C)(C)C)Cc1c[nH]c2ccccc12	39%	nt	6.0%	1%	7%
C=CCC[C@@H](Cc1ccc(F)cc1)C(=O)OC[C@@H](Cc1c[nH]c2ccccc12)NC(=O)[C@@H](CC=C)CC(=O)N(CCO)Cc1ccccc1	28%	nt	22%	-5%	-11%
O=C(NCCCn1cccn1)C1CCC(=O)N(Cc2cccc(C(F)(F)F)c2)C1 (stereo not given)	-6%	-5%	0.6%	-6%	5%
CCOc1ccccc1/C=C(\C#N)C1=CCCC1	-2%	5%	0.5%	-2%	-7%
COCCNc1nc(N)c([N+](=O)[O-])c(Nc2ccc(F)cc2)n1	-5%	15%	0.1%	-3%	-16%
COc1ccc(NCC(=O)N/N=C/C=C\c2ccccc2)cc1	35%	-3%	0.0%	?	9%
COc1cc(Cl)c(C)cc1NC(=O)CN1C(=O)C2CC=CCC2C1=O (stereo not given)	5%	nt	1.0%	-1%	7%
COc1ccc(CN2C(=O)NC(=O)/C(=C\c3cc(OC)c(OC)c(OC)c3)C2=O)cc1	-12%	17%	i	-7%	0%
Cc1ccc(NC(=S)NCCO)c(C)c1	25%	4%	0.4%	-5%	1%
Cc1ccc(CNC(=O)c2ccc3c(c2)S(=O)(=O)c2ccccc2C3=O)o1	-2%	-20%	0.9%	-3%	3%
CCCCS(=O)(=O)N1C2=NC(C(=O)OC)=C(C(=O)OC)[C@@H]3N(C)c4ccc(OC)cc4[C@]23C[C@H]1C(=O)OC	28%	-7%	0.1%	2%	18%
Cc1[nH]n(C(C)(C)C)c(=O)c1Sc1ccccc1	-4%	-1%	i	-1%	-6%
O=S(=O)(O)c1ccc(SCc2ccccc2)nc1	6%	-9%	0.4%	-10%	-7%
COc1cc(OC)cc(C(=O)NCC(=O)NCc2ccccn2)c1	-13%	nt	5.9%	11%	-20%
O=C(/C=C/c1ccc(Br)o1)NCCCN1CCOCC1	-4%	-7%	0.9%	-7%	5%

Later entries:
SMILES	tuberculosis growth	Salmonella PhoP GFP	inhibitors of VEEV	M. tuberculosis HTS	H1N1 NS1A inhibition	others
CC(C)Cn1c(-c2ccccc2)nc(=S)c2c1CCCC2	16%	5%	0.2%	-1%	2%
Clc1ccc(NCc2cccnc2)cc1	6%	-14%	0.5%	-1%	1%
CC(CCc1ccccc1)NS(=O)(=O)c1ccccc1 (stereo not given)	18%	5%	1.4%	4%	-5%
O=C(Cn1nnc(-c2ccccc2)n1)NNC(=O)c1ccccc1	-12%	8%	1.4%	-1%	-2%
CC1Cc2ccccc2N1C(=O)CN(C)CC(=O)Nc1ccc(F)cc1 (stereo not given)	38%	nt	2.6%	-3%	-3%
COc1ccc(NC(=S)Nc2cc(C(F)(F)F)ccc2F)cc1	77%	-18%	1.9%	3%	5%
O=C(Cn1cc2c(n1)CCCC2)NCC1CCCO1 (stereo not given)	-5%	-8%	i	-4%	-1%
CCC1(C)Cc2c(sc3nnn(CC(=O)Nc4cccc5ccccc45)c(=O)c23)CO1 (stereo not given)	9%	2%	8.2%	1%	7%
O=C(CCS(=O)(=O)c1cccc2nsnc12)NCc1ccccc1	19%	-13%	i	-2%	1%
CCOc1ccc(S(=O)(=O)N2CCN(C(=O)c3cc(S(=O)(=O)N4CCOCC4)ccc3C)CC2)cc1	nt	nt	2.0%	nt	4%
CC1=C(C(=O)NC(C)CCc2ccccc2)C2(CCC(C)CC2)OC1=O (stereo not given)	29%	-3%	0.2%	-5%	3%
C#CCOCCOCCOCCNc1nc(N2CCN(C(=O)CCCCCCCCCCNC(=O)Cn3cc(CCCCCN)nn3)CC2)nc(N2CCN(C(=O)CCCCCCCCCCNC(=O)[C@H]([C@@H](C)CC)n3cc(CCCCN=C(N)N)nn3)CC2)n1	77%	28µM*	?	?	?
O=C1CC/C=C\C[C@@H](CC(=O)N(CCO)Cc2ccccc2)C(=O)N[C@H](Cc2c[nH]c3ccccc23)CO1	11%	nt	5.9%	0%	7%
CCOCc1cc(CN2CCCC(CNC(=O)c3ccco3)C2)ccc1OC (stereo not given)	4%	0%	0.9%	-2%	8%
